Screening results (PubChem)
Cneo AK release – causes C. neoformans cell lysis; adenylate kinase release luminescence, 4 h; normalised: neutral wells 0, clomiphene wells 100; lysis activity, % at 15 µM; 0.2% of 360,000 active; AID 651654;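 active means mean lysis activity across replicates of at least 80%, whatever share of replicates individually reach that level; inactive means mean lysis activity below 80%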
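Signal: Adenylate kinase release luminescence | Assay system: Log-phase Cryptococcus neoformans yeast cells | Input: Cells at 5 × 10^6 per mL | Buffer or medium: Fresh YPD growth medium | Compound: Single dose | Schedule: Static 4 h at 37 °C with compound, 1 h detection | Controls: Clomiphene | Read-out: Luminescence rise reflecting yeast cell lysis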
PGC1a acetyl inh – PGC1a acetylation modulation, inhibitor mode; 0.17% of 350,000 active; AID 651687; U2OS PGC1a acetylation, AlphaScreen anti-acetyl-lysine; with virally co-expressed GCN5 acetyltransferase; inhibition, % at 15.6 µM;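 active means every replicate shows inhibition of at least 40%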;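 further: 0% = neutral control wells and 100% = positive control wells; some results beyond the cut were filed as inactive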
LGR2 antag – inhibitors of bursicon-induced Drosophila LGR2 receptor cAMP signaling; HEK293 LGR2, CRE-luciferase, bursicon-stimulated, 4 h; inhibition, % at 9.99 µM; 0.35% of 380,000 active;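 active means drop in luminescence signal, shown as inhibition above about 50% in the replicate tests, limit read from the data, passing the limit was not always enough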;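 further: agonist challenge used bursicon conditioned medium at about half maximal strength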
ERAP1 inh – ERAP1 (human) enzyme inhibition; Q9NZ08; recombinant ERAP1, Leu-AMC fluorescence, 60 min; inhibition, % at 10.7 µM; 0.15% of 340,000 active; AID 652197;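 active means mean replicate inhibition of at least 30%, or all replicates individually reaching that 30% level; inactive means mean below 30% and not every replicate reaching it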;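 further: 0% = neutral control wells and 100% = L-leucinethiol positive control wells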
S100A4 MyoIIA – inhibitors of human S100A4 binding to myosin IIA peptide; S100A4/TAMRA-MyoIIA peptide fluorescence polarization; inhibition, % at 10.7 µM; 0.14% of 360,000 active;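 active means mean inhibition of at least 70% across replicates, with every replicate also reaching that level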
Target sequence (P26447 whole entry, looked up): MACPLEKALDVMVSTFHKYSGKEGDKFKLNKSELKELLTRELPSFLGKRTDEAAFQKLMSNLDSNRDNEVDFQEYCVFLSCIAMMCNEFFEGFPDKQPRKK
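Test system: S100A4 monomer protein; Medium: HEPES pH 7.2 with CaCl2, KCl, NaCl, DTT, Triton; Probe or stimulus: TAMRA-labelled myosin IIA heavy-chain peptide probe, 5 nM; Doses: one dose per compound; Times: polarization read 5 min after assay mix addition, stable 5–60 min; Benchmarks: neutral control DMSO, positive control TFP.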
XiGFP reactiv – X-chromosome reactivation activator | activation, % at 7.58 µM | 0.055% of 360,000 active | XiGFP mouse fibroblasts, % GFP-positive cells imaging, 3 d; cells co-treated with 5-aza-dC sensitizer; scaled so ellipticine positive control = 100% | AID 743238;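 active means mean normalized replicate activation at least 10% and every replicate at or above 10%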;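 further: 0% = median of on-plate neutral control wells and 100% = ellipticine 6 µM median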
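Material: SV40-immortalized XiGFP fibroblast cells, line 68-5-11 | Buffer or medium: DMEM containing 5-aza-dC | Dosing: One concentration, pinned | Times: 3 d treatment, 15 min room-temperature fixation | Controls: Ellipticine 6 µM positive control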
Statin myotox sup – suppressors of simvastatin-induced myotoxicity in C2C12 myotubes. 0.78% of 330,000 active. rescue of ATP level, % at 7.49 µM. ATP luminescence, 48 h; scaled: DMSO 0, geranylgeraniol control 100;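 active means mean ATP rescue above about 67%, or every replicate alone reaching that limit, limit read from the data, passing the limit was not always enough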;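 further: myotubes were challenged with 10 µM simvastatin during compound exposure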
SIRT5 inh – sirtuin-5 (human) deacylase inhibition | Q9NXA8 | Purified SirT5, succinyl-peptide AMC, trypsin-coupled fluorescence | 1.1% of 330,000 active | inhibition, % at 15 µM; in the data active means inhibition above about 15%
Target sequence (Q9NXA8 whole entry, looked up): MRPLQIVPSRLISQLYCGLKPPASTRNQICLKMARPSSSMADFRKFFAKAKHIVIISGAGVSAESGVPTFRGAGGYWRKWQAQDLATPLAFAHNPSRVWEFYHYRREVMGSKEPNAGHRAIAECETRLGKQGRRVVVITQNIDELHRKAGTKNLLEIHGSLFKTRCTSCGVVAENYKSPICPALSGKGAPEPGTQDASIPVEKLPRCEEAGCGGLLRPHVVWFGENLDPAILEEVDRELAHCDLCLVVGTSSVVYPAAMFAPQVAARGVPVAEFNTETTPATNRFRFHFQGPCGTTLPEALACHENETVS
Active calls of the source: *; nt = not tested or not shown; & = joins results of further samples. These rows are one share of the data. The share of hits here may be higher or lower than overall.

SMILES	Cneo AK release	PGC1a acetyl inh	LGR2 antag	ERAP1 inh	S100A4 MyoIIA	XiGFP reactiv	Statin myotox sup	SIRT5 inh
O=C(C[C@H]1CC[C@@H]2[C@H](COC[C@@H](O)CN2C(=O)c2ccncc2)O1)NCc1cccc(F)c1	-1.7	-8.1	11.1	1.7	-7.7	0.2	-2.6	-0.1
CC1CN(C/C(=N\O)C23CC4CC(CC(C4)C2)C3)CC(C)O1 (configuration not stated)	-0.4	4.3	0.9	1.0	-8.8	0.3	-3.7	1.1
Cn1c(=O)[nH]c(=O)c2c1nc(SCCC(=O)O)n2Cc1cccc(Br)c1	0.6	-7.5	-9.8	-1.3	-7.8	0.0	-5.5	-1.1
Cc1ccc(NC2=NCC(Cc3ccc(Br)cc3)S2)cc1 (configuration not stated)	58.0	-1.6	1.6	17.8	-4.4	0.3	0.4	-1.8
COc1ccc(N2CSC3=C(C#N)C(c4ccc(OC)c(OC)c4)CC(=O)N3C2)c(OC)c1 (configuration not stated)	-1.6	10.4	-4.7	9.5	-3.6	0.1	15.5	0.3
CC1(C)C/C(=N\O)C(C(O)c2cccc([N+](=O)[O-])c2)C(C)(C)N1 (configuration not stated)	-1.7	-18.5	11.9	1.1	-0.5	0.4	nt	-4.9
C[C@H](CO)N1C[C@H](C)[C@@H](CN(C)Cc2ccc(Cl)c(Cl)c2)OCCCC[C@H](C)Oc2ccc(N(C)C)cc2C1=O	nt	1.6	8.9	-1.7	-7.0	-0.9	nt	-1.5
CC1=Cc2ccccc2C(C#N)N1C(=O)c1ccccc1 (configuration not stated)	-2.7	-12.8	2.9	0.9	1.6	-0.1	-8.0	-1.6
COCCNC[C@H]1[C@@H](c2ccccc2)[C@@H](CO)N1c1nc(C)c(C)s1	-10.0	-19.7	-18.4	-3.9	1.2	0.1	-19.1	11.2
CCC(C)/C(C)=N/NC(=O)c1ccccc1OCCOc1ccccc1 (configuration not stated)	nt	2.5	-1.6	6.0	-0.7	-0.1	0.9	0.9
Cc1c(C(=O)NCc2cccnc2)oc2ccc(S(=O)(=O)N3CC(C)CC(C)C3)cc12 (configuration not stated)	-4.3	-7.7	-2.6	nt	2.2	0.0	-1.8	nt
CCCNC(=O)N1C[C@H](O)COC[C@H]2O[C@@H](CC(=O)N[C@@H]3CCN(Cc4ccccc4)C3)CC[C@@H]21	-1.4	-8.7	-1.9&2.6	3.5	-1.0&-6.5	0.1&0.0	-2.4	2.2&1.7
COc1ccc(C(=O)Nc2ccc(NC(=O)c3cccc(OC)c3)cn2)cc1	-0.8	12.6	-28.4	-3.1	2.1	0.4	-14.6	-4.8
O=C(CNCc1ccncc1)Nc1cc(S(=O)(=O)N2CCCCC2)ccc1Cl	nt	0.3	3.2	-2.8	1.7	0.0	nt	-2.3
O=C(NCc1ccco1)c1cccc(NS(=O)(=O)c2ccccc2F)c1	1.2	nt	-7.2	-2.2	1.8	0.0	11.4	2.3
COC(=O)N1CCCCC1c1cc(C(=O)NCc2ccc(Cl)c(Cl)c2)no1 (configuration not stated)	0.0	-0.9	6.2	-1.0	4.0	0.4	1.3	nt
C[C@H](CO)N1C[C@H](C)[C@@H](CN(C)CC2CCCCC2)OCc2ccccc2-c2c(n(C)c3ccccc23)C1=O	nt	7.3	14.9	-1.1	-42.4	-0.6	nt	11.8
O=C(Cc1ccc(Cl)cc1)NCCCn1ccnc1	-0.7	-1.6	-7.3	nt	nt	nt	6.5	nt
CC1C(=O)Nc2ccccc2N1C(=O)c1ccc(Cl)c(Cl)c1 (configuration not stated)	-0.7	-4.2	7.4	-2.8	4.1	0.0	5.9	10.5
O=C(/C=C/c1cccc([N+](=O)[O-])c1)N1CCN(c2ccc(F)cc2)CC1	-2.1	11.4	13.1	nt	nt	-0.3	nt	nt
CC(C)(C)n1nnnc1C(c1cccnc1)N1CCOCC1 (configuration not stated)	-0.5	-2.0	-21.7	3.7	0.6	0.3	-1.1	19.8*
COc1cccc(C(=O)NC2CC(C)(C)NC(C)(C)C2)c1OC	6.1	2.0	0.7	0.0	1.7	0.0	1.3	-3.7
CN(CC(=O)N1CC(=O)N(CCc2ccccc2)C(=O)C1)S(=O)(=O)c1cccc2nsnc12	nt	1.9	-8.8	5.6	3.2	nt	-0.4	2.4
Cc1ccc(S(=O)(=O)N[C@@H]2CC[C@H](CC(=O)NCc3ccccc3F)O[C@H]2CO)cc1	0.8	10.5	2.4	-4.2	1.3	0.9	0.0	-0.9
O=C(CSc1nnc(SCc2ccccc2Cl)s1)N/N=C/c1ccc(C(=O)O)cc1	-3.7	15.3	1.4	-4.2	-0.9	0.0	38.2	-0.4

A second format for some results above.
Order of results: Cneo AK release, PGC1a acetyl inh, LGR2 antag, ERAP1 inh, S100A4 MyoIIA, XiGFP reactiv, Statin myotox sup, SIRT5 inh
CCC(C)/C(C)=N/NC(=O)c1ccccc1OCCOc1ccccc1 (configuration not stated)
→ nt, 2.5, -1.6, 6.0, -0.7, -0.1, 0.9, 0.9
Cc1c(C(=O)NCc2cccnc2)oc2ccc(S(=O)(=O)N3CC(C)CC(C)C3)cc12 (configuration not stated)
→ -4.3, -7.7, -2.6, nt, 2.2, 0.0, -1.8, nt
CCCNC(=O)N1C[C@H](O)COC[C@H]2O[C@@H](CC(=O)N[C@@H]3CCN(Cc4ccccc4)C3)CC[C@@H]21
→ -1.4, -8.7, -1.9&2.6, 3.5, -1.0&-6.5, 0.1&0.0, -2.4, 2.2&1.7

Entries of single compounds as entered above.
O=C(CNCc1ccncc1)Nc1cc(S(=O)(=O)N2CCCCC2)ccc1Cl is listed with Cneo AK release = nt; PGC1a acetyl inh = 0.3; LGR2 antag = 3.2; ERAP1 inh = -2.8; S100A4 MyoIIA = 1.7; XiGFP reactiv = 0.0; Statin myotox sup = nt; SIRT5 inh = -2.3
CN(CC(=O)N1CC(=O)N(CCc2ccccc2)C(=O)C1)S(=O)(=O)c1cccc2nsnc12 is listed with Cneo AK release = nt; PGC1a acetyl inh = 1.9; LGR2 antag = -8.8; ERAP1 inh = 5.6; S100A4 MyoIIA = 3.2; XiGFP reactiv = nt; Statin myotox sup = -0.4; SIRT5 inh = 2.4

Returning to the listing, repeating the 3 entries before the break.
SMILES	Cneo AK release	PGC1a acetyl inh	LGR2 antag	ERAP1 inh	S100A4 MyoIIA	XiGFP reactiv	Statin myotox sup	SIRT5 inh
CN(CC(=O)N1CC(=O)N(CCc2ccccc2)C(=O)C1)S(=O)(=O)c1cccc2nsnc12	nt	1.9	-8.8	5.6	3.2	nt	-0.4	2.4
Cc1ccc(S(=O)(=O)N[C@@H]2CC[C@H](CC(=O)NCc3ccccc3F)O[C@H]2CO)cc1	0.8	10.5	2.4	-4.2	1.3	0.9	0.0	-0.9
O=C(CSc1nnc(SCc2ccccc2Cl)s1)N/N=C/c1ccc(C(=O)O)cc1	-3.7	15.3	1.4	-4.2	-0.9	0.0	38.2	-0.4
COc1cccc(-c2cc(NC=O)c3ncc(-c4cccc(C(=O)N(C)C)c4)n3c2)c1	0.2	-3.1	-4.8	-2.8	5.2	-0.2	5.1	nt
O=S(=O)(NCC1CCC(NS(=O)(=O)c2c(F)cccc2F)CC1)c1ccc2c(c1)OCCO2 (configuration not stated)	1.8	nt	0.2	-3.2	-1.9	0.3	4.5	-3.0
O=C(NCC1CCCO1)C1CCC(=O)N1Cc1ccccc1Cl (configuration not stated)	3.2	nt	-3.6	0.5	-8.6	nt	9.4	-5.0
CN(C)C(=O)CCc1ccc2c3c([nH]c2c1)[C@]1(C)[C@@H](C(=O)N2CCOCC2)C[C@H](CC(=O)NCC24CC5CC(CC(C5)C2)C4)C(=O)N1CC3	-0.7	-13.0	16.6	0.3	-1.4	-0.2	-8.5	2.5
COc1ccc(C(=O)COC(=O)c2ccc(-n3cnnn3)cc2)c(OC)c1	-5.2	-2.1	13.2	-1.8	-1.8	0.0	9.0	-2.4
CCOC(=O)CSC(CC)C(=O)Nc1nnc(C(C)C)s1 (configuration not stated)	-2.2	nt	-8.3	-1.3	-1.9	-0.3	-2.0	10.0
COCC(=O)Nc1ccc2c(c1)C(=O)N(C)C[C@H](OC)[C@@H](C)CN(Cc1cncnc1)[C@H](C)CO2	-3.6	-13.2	0.0	2.0	10.1	0.0	-5.8	-3.3
CC1(C)Cc2c(sc(NC(=O)C(=O)N3CCCC3)c2C(N)=O)CO1	nt	nt	0.7	0.0	5.2	0.0	nt	0.2
COc1ccc(S(=O)(=O)N2CCCN(S(=O)(=O)c3ccc(OC)c(C)c3)CC2)cc1C	0.1	4.5	4.9	6.4	-2.6	nt	45.2	0.9
O=C(COC(=O)Cn1cnc2ccccc21)Nc1ccc2c(c1)C(=O)c1ccccc1C2=O	nt	nt	-24.2	9.4	11.7	0.3	nt	-1.8
COc1ccc(-c2noc(-c3cccnc3)n2)cc1OC	nt	nt	-53.9	-4.9	-2.5	0.1	nt	-11.5
Cc1ccc(S(=O)(=O)N2CCC(=O)N(CCOC(=O)Nc3cc(C)cc(C)c3)CC2)cc1	-0.7	1.7	1.6	1.5	1.7	0.1	-12.5	nt
CNC[C@@H]1OCCCC[C@@H](C)Oc2ccc(NC(=O)NC3CCCCC3)cc2C(=O)N([C@H](C)CO)C[C@@H]1C	nt	-5.3	15.8	nt	nt	-0.7	27.0	nt
COc1cc(C)ccc1Oc1ccc([N+](=O)[O-])cc1	nt	nt	-10.5	1.6	0.1	0.0	nt	0.7
CC(=O)Nc1ccc(NC(=O)CSc2nnc(N)n2-c2ccccc2)cc1	-2.7	0.2	-5.0	2.3	5.2	0.1	-5.7	0.3
CCN(CC)C(=O)C1CCCN(C(=O)c2oc3ccc(C)cc3c2C)C1 (configuration not stated)	-0.5	-1.5	-5.1	2.2	-4.3	0.0	0.2	-0.8
Cn1ncc(Cl)c(Oc2ccccc2)c1=O	nt	2.6	nt	2.6	1.5	nt	nt	2.9
CN(C)c1ccnc(NCc2ccccc2)c1C#N	nt	-1.2	-13.0	2.6	-0.1	nt	-3.8	-1.7
CC(C)CN(C(=O)c1ccco1)C1CCS(=O)(=O)C1 (configuration not stated)	1.1	nt	12.4	-1.2	-1.1	0.1	1.6	2.0
CCOC(=O)c1c(NC(=O)Cn2nc(C(F)F)cc2C(F)F)sc(C)c1C	0.0	-10.2	13.1	nt	nt	nt	17.3	nt
